# TDP43 rescue: inhibitors of TDP-43 toxicity in yeast. TDP-43 expressing yeast growth rescue, BacTiter-Glo, 24 h. Potency, µM (doses to about 46.1 µM), for inactives: top-dose growth rescue (activation), hits mostly activators. hit rate 1.8% among 410,000; also: potency is read from the fitted curve at half-maximal effect; % of control where 0% means no effect; nearly all actives have a fitted effect of over 50% in size
#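 Yeast expressing TDP-43 (pregrown in raffinose, seeded at OD600=0.02 in galactose medium) exposed to compounds 24 hr at 30 deg C. Growth read by BacTiter-Glo luminescence; rescue of toxicity appears as increased signal.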
# aSyn rescue: inhibitors of alpha-synuclein toxicity in yeast | Yeast expressing alpha-synuclein, growth rescue, BacTiter-Glo, 24 h | Potency, µM (titrated, usually from 46.1 µM), for the others: at the top dose growth rescue (activation), usual class: activators | hit rate 0.14% among 370,000 | AID 652106; also: potency is read from the fitted curve at half-maximal effect; % of control where 0% means no effect; nearly all actives have a fitted effect of over 65% in size
#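 Screening used galactose-induced yeast with toxic alpha-synuclein levels, exposed to compound for 24 hr at 30 deg C. Cell growth, read with BacTiter-Glo luminescence, gave the measured signal.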
# FUS suppressor: rescues growth of FUS-expressing yeast | S. cerevisiae FUS-expressing, growth rescue, OD600, 24 h | hit rate 0.24% among 390,000 | Potency, µM (series often up to 76.6 µM), for the others: at the top dose growth rescue (activation), most hits filed as activators;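 also: potency is read from the fitted curve at half-maximal effect; plate controls were DMSO vehicle for no effect and reference control for full effect; nearly all actives have a fitted effect of over 55% in size; some results filed as inactive show a strong effect at the top dose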
#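 Restored growth of FUS-toxic S. cerevisiae, read as 600 nm absorbance after 24 h at 30C in galactose medium (starting OD 0.005). Controls CP55940 and DMSO.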
# HEK293 tox: cytotoxicity in counter-screen for GLP-1R inverse agonists; HEK293 cAMP-luciferase reporter cells, luminescence, 24 h; Potency, µM (doses to about 38.3 µM), for the others: at the highest dose activity change, negative = inhibition, usual class: inhibitors; hit rate 0.13% among 410,000; AID 624418;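 also: loss of luciferase light is scored as toxicity; potency is read from the fitted curve at half-maximal effect; % is scaled to controls: 0 for no effect and ±100 for the full control effect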
#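 Quantitative HTS format, 1536 wells, 200 cells/uL seeded. Compounds: 23 nL, 24 h, 37 °C. Detection: luciferase reagent, luminescence at 12 min RT; decreased signal taken as cytotoxic.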
# PTHR1 agonist: activates the human parathyroid hormone receptor PTHR1; Q03431; HEK293 GP2 PTHR1 cells, GloSensor cAMP luminescence, 1 h; Potency, µM (series often up to 115 µM), without a hit: at the highest dose activation, most hits filed as activators; hit rate 0.075% among 410,000; AID 743266; also: potency is read from the fitted curve at half-maximal effect; nearly all actives have a fitted effect of over 55% in size; some results filed as inactive show a strong effect at the top dose; inactives centre near -15; many of its hits are not listed in these tables
# Target sequence (Q03431 whole entry, looked up): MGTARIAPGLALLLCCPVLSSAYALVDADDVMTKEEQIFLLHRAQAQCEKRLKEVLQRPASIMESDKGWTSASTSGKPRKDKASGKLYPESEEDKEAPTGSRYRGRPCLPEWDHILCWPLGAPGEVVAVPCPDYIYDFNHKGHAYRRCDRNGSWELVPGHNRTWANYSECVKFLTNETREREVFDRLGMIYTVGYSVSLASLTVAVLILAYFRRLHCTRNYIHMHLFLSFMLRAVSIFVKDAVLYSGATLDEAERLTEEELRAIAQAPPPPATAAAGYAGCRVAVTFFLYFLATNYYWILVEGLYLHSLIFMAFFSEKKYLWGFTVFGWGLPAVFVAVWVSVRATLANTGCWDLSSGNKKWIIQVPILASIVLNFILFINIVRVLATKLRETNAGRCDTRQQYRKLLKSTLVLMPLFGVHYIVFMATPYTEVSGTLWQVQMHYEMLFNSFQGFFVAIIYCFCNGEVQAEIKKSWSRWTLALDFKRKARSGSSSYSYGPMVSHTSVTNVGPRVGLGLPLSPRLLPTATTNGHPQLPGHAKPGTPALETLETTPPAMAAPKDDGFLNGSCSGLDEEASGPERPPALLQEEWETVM
#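 HEK-293-derived GP2 cells expressing PTHR1 and a GloSensor cAMP reporter, 3,000/well, plated overnight, given luciferin plus IBMX (each 0.5 mM as added) for 1 h at 37 °C, then compound for 1 h at 37 °C. Luminescence was read after 15 min at room temperature.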
# GLP1R inv ag: inverse agonists of human GLP-1 receptor; P43220; HEK293 GLP-1R CRE-luciferase, luminescence, 24 h; GLP-1R form is constitutively active; Potency, µM (series often up to 38.3 µM), for the others: at the highest dose activity change, negative = inhibition, usual class: inhibitors; hit rate 1.6% among 410,000; AID 624417; also: potency is read from the fitted curve at half-maximal effect; % is scaled to controls: 0 for no effect and ±100 for the full control effect; nearly all actives have a fitted effect of over 55% in size
# Target sequence (P43220 whole entry, looked up): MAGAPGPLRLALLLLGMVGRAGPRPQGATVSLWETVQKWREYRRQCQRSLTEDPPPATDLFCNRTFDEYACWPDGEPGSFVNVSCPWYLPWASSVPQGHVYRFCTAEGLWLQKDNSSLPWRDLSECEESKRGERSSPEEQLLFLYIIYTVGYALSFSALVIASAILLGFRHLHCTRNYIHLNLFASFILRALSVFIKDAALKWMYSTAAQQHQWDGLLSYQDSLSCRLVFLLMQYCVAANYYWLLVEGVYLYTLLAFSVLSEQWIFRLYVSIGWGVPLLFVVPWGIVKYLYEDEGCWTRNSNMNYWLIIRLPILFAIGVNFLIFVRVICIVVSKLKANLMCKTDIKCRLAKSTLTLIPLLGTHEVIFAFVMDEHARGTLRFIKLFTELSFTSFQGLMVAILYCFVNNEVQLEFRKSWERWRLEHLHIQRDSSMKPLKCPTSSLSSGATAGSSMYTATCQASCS
#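 Inverse agonism was detected as reduced cAMP-driven luciferase luminescence after 24 h compound treatment. The cells were HEK293 clones expressing constitutively active human GLP-1R with the reporter. Reporter-only and GPR119 cell lines served as counterscreen controls.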
# Akt phos inh: blocks phosphorylation of Akt | activity change, % for hits at 50 µM | hit rate 0.32% among 360,000 | Neuro2A IGF-stimulated pAkt S473 HTRF, 20 min; hits give low values | AID 651550; in the data active = activity change below about -80%; inconclusive = mostly about -51% to -80%; also: % is scaled to controls: 0 for no effect and ±100 for the full control effect
#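 Neuro2A cells (4,500/well, DMEM with 0.5% FBS) were treated with compound at a single 50 µM final concentration, stimulated with 6 nM IGF for 20 min at 37 °C, and lysed. Phospho-Akt Ser473 was read by HTRF as 665/615 ratio ×10^4.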
# Abeta yeast res: restores growth of yeast expressing A-beta42 peptide. hit rate 0.063% among 410,000. yeast expressing A-beta42, growth rescue, OD600, 48 h; response scale: 0% DMSO, 100% iron-clioquinol control. AID 1347071. Potency, µM (titrated, usually from 46.1 µM), without a hit: at the top dose growth rescue, actives largely listed as activators; also: potency is read from the fitted curve at half-maximal effect; nearly all actives have a fitted effect of over 55% in size
#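 Yeast A-beta toxicity model in growth medium with pinned compounds, 48 h at 30 C; growth read as absorbance at 600 nm. Normalized to FeCl3/clioquinol equimolar mix (positive) and DMSO (negative).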
# MmCpn inh: M. maripaludis TRiC chaperonin inhibition | purified Mm-Cpn ATPase, ADP Transcreener TR-FRET | Potency, µM (highest dose often 76.9 µM), inactives show at the top dose activity, negative = inhibition, actives largely listed as inhibitors | hit rate 0.031% among 330,000; also: potency is read from the fitted curve at half-maximal effect; % is scaled to controls: 0 for no effect and ±100 for the full control effect; nearly all actives have a fitted effect of over 80% in size
#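 Reaction buffer contained 30 mM Tris pH 7.4, 100 mM KCl, 5 mM MgCl2 and 1 mM DTT. Mm-CPN (25 nM final) hydrolysed 10 uM ATP over 30 min at 37°C; ADP was read by HTRF.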
# Active calls of the source: *; i = inactive; ? = inconclusive; · = not tested or not shown; [ ] = dose if it differs, or a comment. Unless noted, calls follow the shape of the dose curve; as a rule, active = well fitted curve in the direction sought with a large enough effect; inconclusive = small, poorly fitted or top-dose-only effect, or another doubt; inactive = no such curve, though single readings can be large; an effect the other way counts as inactive or inconclusive.
SMILES,TDP43 rescue,aSyn rescue,FUS suppressor,HEK293 tox,PTHR1 agonist,GLP1R inv ag,Akt phos inh,Abeta yeast res,MmCpn inh
CC(C)CCNC(=O)c1ccc2c(c1)N(Cc1ccccc1)C(=O)CS2=O (stereo not given),3%,6%,17%,9%,-23%,-7%,i,-6%,1%
O=S1(=O)c2ccc(Br)cc2N2CCC[C@@H]2CN1Cc1ccc(Cl)cc1,13%,4%,5%,-7%,-29%,?,i,15%,·
Cc1cc(C(F)F)n2nc(C(=O)Nc3c(F)cc(F)cc3Br)nc2n1,-1%,0%,-17%,11%,i,-1%,i,-9%,1%
CCn1c(=O)c(=O)n(CC)c2cc(N3CCCCC3)c(NC(=O)c3ccccc3OC)cc21,8%,·,-10%,-13%,-8%,5%,·,11%,·
CCOC(=O)N1CCC(Nc2nc3ccccc3n3nnnc23)CC1,16%,-1%,·,4%,-2%,0%,i,0%,2%
O=C(CCN1C(=O)C2CCCCC2C1=O)Nc1cc(F)ccc1F (stereo not given),-6%,2%,9%,-12%,-3%,8%,i,10%,0%
Cc1ccc2c(c1)cc1c(=O)n(CC(=O)NCCCc3ccccc3)nc(C)n12,14%,5%,11%,-5%,-17%,28%,i,-5%,-4%
CCOC(=O)c1c(/N=C/C2C(=O)CCCC2=O)sc2c1CCCC2,10%,14%,20%,9%,i,14%,i,-10%,0%
Cc1ccc(C(C)NC(=O)c2ccco2)cc1 (stereo not given),10%,-10%,21%,2%,i,-6%,i,-6%,-1%
COc1ccc(NC(=O)COc2ccc(-c3ccccc3)cc2)cc1,18%,-4%,-11%,6%,-21%,6%,i,6%,-1%

# Ten entries from above, with values under each structure.
# Sequence of screens: TDP43 rescue, aSyn rescue, FUS suppressor, HEK293 tox, PTHR1 agonist, GLP1R inv ag, Akt phos inh, Abeta yeast res, MmCpn inh
- CC(C)CCNC(=O)c1ccc2c(c1)N(Cc1ccccc1)C(=O)CS2=O (stereo not given)
  3%, 6%, 17%, 9%, -23%, -7%, i, -6%, 1%
- O=S1(=O)c2ccc(Br)cc2N2CCC[C@@H]2CN1Cc1ccc(Cl)cc1
  13%, 4%, 5%, -7%, -29%, ?, i, 15%, ·
- Cc1cc(C(F)F)n2nc(C(=O)Nc3c(F)cc(F)cc3Br)nc2n1
  -1%, 0%, -17%, 11%, i, -1%, i, -9%, 1%
- CCn1c(=O)c(=O)n(CC)c2cc(N3CCCCC3)c(NC(=O)c3ccccc3OC)cc21
  8%, ·, -10%, -13%, -8%, 5%, ·, 11%, ·
- CCOC(=O)N1CCC(Nc2nc3ccccc3n3nnnc23)CC1
  16%, -1%, ·, 4%, -2%, 0%, i, 0%, 2%
- O=C(CCN1C(=O)C2CCCCC2C1=O)Nc1cc(F)ccc1F (stereo not given)
  -6%, 2%, 9%, -12%, -3%, 8%, i, 10%, 0%
- Cc1ccc2c(c1)cc1c(=O)n(CC(=O)NCCCc3ccccc3)nc(C)n12
  14%, 5%, 11%, -5%, -17%, 28%, i, -5%, -4%
- CCOC(=O)c1c(/N=C/C2C(=O)CCCC2=O)sc2c1CCCC2
  10%, 14%, 20%, 9%, i, 14%, i, -10%, 0%
- Cc1ccc(C(C)NC(=O)c2ccco2)cc1 (stereo not given)
  10%, -10%, 21%, 2%, i, -6%, i, -6%, -1%
- COc1ccc(NC(=O)COc2ccc(-c3ccccc3)cc2)cc1
  18%, -4%, -11%, 6%, -21%, 6%, i, 6%, -1%

# (further entries)
SMILES,TDP43 rescue,aSyn rescue,FUS suppressor,HEK293 tox,PTHR1 agonist,GLP1R inv ag,Akt phos inh,Abeta yeast res,MmCpn inh
CC1CCCN(S(=O)(=O)c2ccc(NC(=O)c3cccc(-n4cnnn4)c3)cc2)C1 (stereo not given),-11%,0%,?,?,-1%[57.5 µM],?,i,1%,0%
Cc1ccc2c3c(cccc13)-c1ccccc1C2=O,-23%,2%,13%,9%[1.53 µM],-8%,40%[activator],i,6%,-1%
COC(=O)Nc1sc2c(c1C(N)=O)CCCCCC2,29%,-17%,26%,6%,i,13%,i,2%,-2%
CCn1c(SCC(=O)C(C)(C)C)nnc1-c1cnccn1,-15%,-1%,11%,6%,i,-6%,i,-22%,2%
Cc1cc(C(=O)Nc2ccc3c(c2)OCO3)cs1,-18%,-16%,40%,7%,-49%[inhibitor][57.5 µM],-21%,i,-1%,1%
Cc1cc(C(=O)NNC(=O)c2ccc(C)c([N+](=O)[O-])c2)c(C)o1,-16%,-11%,3%,11%,i,1%,i,-5%,1%
CCc1ccc(C(=O)COC(=O)CNC(=O)CNC(=O)Cc2ccccc2)cc1,12%,0%,4%,-13%,i,3%,i,7%,1%
CC(=O)Nc1ccc(S(=O)(=O)N2CCSC2c2ccco2)cc1 (stereo not given),4%[9.22 µM],-4%,7%,5%,-4%,-10%,i,1%,3%
COc1ccc(Nc2cc(C(=O)NCCCN3CCOCC3)c3ccccc3n2)c(OC)c1,-7%,-3%,10%,-10%,-9%[57.5 µM],-26%,i,3%,-4%
CCCCn1c(Oc2ccc(C(=O)OC)cc2)nc2c1c(=O)n(C)c(=O)n2C,-19%,13%,-4%,-10%,i,225%[activator],i,0%,1%
COCCCn1c(=N)c(S(=O)(=O)c2ccccc2)cc2c(=O)n3cc(C)ccc3nc21,18%,-1%,-7%,4%,-23%,11%,·,-4%,·
CC(=O)c1sc(NS(=O)(=O)c2ccc(C)cc2)nc1C,-10%,5%,32%,-6%,26%,13%,i,-9%,-1%
C=C[C@]1(C)C=C2CC[C@H]3[C@@](C)(CCC[C@@]3(C)C(=O)O)[C@@H]2CC1,0%,-27%,9%,-4%,-23%,2%,i,-13%,1%
COc1ccc(C)cc1NC(=O)CNC(C)C(=O)Nc1ccc(C(C)=O)cc1 (stereo not given),12%,1%,6%,3%,-24%,?,i,1%,0%
CN(Cc1ccccc1)C(=O)COC(=O)c1ccc(Br)c(S(=O)(=O)N2CCOCC2)c1,-1%,2%[1.84 µM],38%,-12%,-47%[inhibitor],10%,i,11%,1%
CCn1c(SCc2ccc(C(=O)OC)o2)nc2sc3c(c2c1=O)CCCC3,-10%,?,37%,9%,5%[57.5 µM],1%,i,2%,-1%
O=C(Cc1ccccc1[N+](=O)[O-])NCCCN1CCOCC1,14%[9.22 µM],-5%,-9%,1%,i,15%,i,6%,0%
O=C(O)c1nc(N2CCCCC2)ncc1Cl,-5%,0%,4%,1%,i,-15%,i,0%,-1%
Cc1ccc(C2C(C#N)=C(N)SC(N)=C2C#N)c(C)c1,6%,0%,12%,6%,-22%,-11%,i,-31%,?
O=C(CSc1ncn[nH]1)c1ccc2c(c1)OCCO2,-11%,3%,16%,0%,-12%[57.5 µM],3%,·,10%,0%
CC(=O)Oc1ccccc1C(=O)Nc1ccccc1C(=O)N1CCCC1,-3%,1%,4%,0%,i,?,i,-17%,-1%
CCCCNC(=S)N(C)/N=C/c1ccccc1F,27%,0%,2%,9%,-31%[inhibitor],?,i,-4%,1%
O=C(CSc1ccccn1)Nc1cccc(NC(=O)CSc2ccccn2)n1,-8%,-12%,-4%,-10%,i,8%,i,11%,-1%
COc1cc(Cl)c(C)cc1NC(=O)CC1Oc2ccccc2NC1=O (stereo not given),8%,·,11%,-3%,-6%,-29%,·,-20%,·
CCN(CC(=O)Nc1ccc(NC(C)=O)cc1)C(=O)c1c(C)nn(-c2ccc(F)cc2)c1Cl,25%,2%,·,-8%,i,-7%,i,5%,-1%
COC(=O)c1ccc(Cn2nc([N+](=O)[O-])c(Br)c2C)cc1,14µM*,?,3%,-3%,0%,-1%,i,?,-1%
Clc1cccc(N2CCN(c3nc4ccccc4c4nc(-c5cccnc5)nn34)CC2)c1,1%,·,4%,3%,i,-11%,·,-17%,·
COc1ccc(OC)c(CCNC(=O)Cn2ncc3c([nH]c4ccccc43)c2=O)c1,6%,·,-11%,-8%,-6%,9%,·,-10%,·
CC(C)CNC(=O)CSc1ccc(Cl)cc1,8%,5%,-23%,-2%,i,-3%,i,23%,0%
O=C(N/N=C1\CCS(=O)(=O)c2ccc(F)cc21)c1ccc([N+](=O)[O-])cc1,11%,-6%,10%,-4%,i,0%,i,-5%,1%
O=C(NCc1cccs1)c1ccc(Cl)s1,6%,7%,6%,5%,-24%,1%,i,4%,1%
CCn1c(SCC(=O)Nc2ccc(C(C)=O)cc2)nc2nc3c(cc2c1=O)COC(C)(C)C3,15%,0%,-5%,-10%,i,16%,i,20%,-15%
CN1CCN(S(=O)(=O)c2cccc(C(=O)Oc3ccccc3Cl)c2)CC1,19%,3%,5%,-6%,i,-15%,i,7%,1%
Cc1ncc(CO)c2cc(-c3nnc(Nc4ccc5c(c4)OCO5)s3)c(=O)oc12,4%,-9%,23%,-10%,i,31%[activator],i,9%,0%

# Screening data from PubChem.

# A portion of the library; the hit share may differ from the screen's.
